# Jurkat NFkB inh: lowers PMA/ionomycin-induced NF-kB signal in Jurkat cells; PMA/ionomycin-induced NF-kB luciferase reporter, luminescence; inhibition, % at 4 µM; 330,000 compounds, 0.53% hits; AID 435003; in the data active = inhibition above about 50%
# EBI2 antag: EBI2 (human) antagonism. P32249. EBI2 beta-arrestin recruitment, luminescence, 7a,25-OHC stimulated. inhibition, % at 5 µM. 360,000 compounds, 0.81% hits. AID 651636; in the data active = inhibition above about 38%;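 also: enzyme fragment complementation signal reports receptor beta-arrestin coupling in cells; 0% = agonist plus DMSO wells and 100% = wells without agonist; some results beyond the cut were filed as inactive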
# CCR6 antag: CCR6 (human) receptor antagonism; CHO-K1 CCR6 PathHunter beta-arrestin, luminescence, CCL20-stimulated; P51684; inhibition, % at 20 µM; 340,000 compounds, 0.49% hits;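 active = compounds whose inhibition of the agonist-driven luminescence signal at 20 µM reaches about 50%, limit read from the data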;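 also: cells stimulated with CCL20 at 14 nM final; plate controls were DMSO with CCL20 for no effect and DMSO without agonist for full effect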
# Target sequence (P51684 whole entry, looked up): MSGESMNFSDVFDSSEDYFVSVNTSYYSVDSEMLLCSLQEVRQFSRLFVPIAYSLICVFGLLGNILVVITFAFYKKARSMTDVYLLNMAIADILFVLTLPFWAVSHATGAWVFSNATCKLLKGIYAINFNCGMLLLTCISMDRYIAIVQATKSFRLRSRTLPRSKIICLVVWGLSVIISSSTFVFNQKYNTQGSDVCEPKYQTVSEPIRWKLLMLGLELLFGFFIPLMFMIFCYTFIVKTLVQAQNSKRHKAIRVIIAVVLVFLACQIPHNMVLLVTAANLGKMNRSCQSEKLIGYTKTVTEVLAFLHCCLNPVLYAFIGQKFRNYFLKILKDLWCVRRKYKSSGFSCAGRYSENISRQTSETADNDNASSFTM
# 697 NFkB inh: lowers PMA/ionomycin-induced NF-kB signal in 697 B cells; AID 435022; 330,000 compounds, 0.33% hits; 697 B-cell NF-kB luciferase reporter, 16 h; inhibition, % at 4 µM; in the data active = inhibition above about 35%
# Gli-Sufu antag: antagonists of Gli-Sufu signaling. Sufu-KO-LIGHT fibroblasts, Gli luciferase reporter luminescence. inhibition, % at 5 µM. 340,000 compounds, 0.74% hits;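 active = inhibition above about 55%, limit read from the data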;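 also: 0% = DMSO-treated cells and 100% = wells with medium but no cells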
# UBC13 polyUb: human UBC13 polyubiquitination inhibition. AID 485273. UBC13 polyubiquitin chain formation, TR-FRET. 330,000 compounds, 0.47% hits. P61088. inhibition, % at 20 µM; in the data active = inhibition above about 45%, passing the limit was not always enough
# Target sequence (P61088 whole entry, looked up): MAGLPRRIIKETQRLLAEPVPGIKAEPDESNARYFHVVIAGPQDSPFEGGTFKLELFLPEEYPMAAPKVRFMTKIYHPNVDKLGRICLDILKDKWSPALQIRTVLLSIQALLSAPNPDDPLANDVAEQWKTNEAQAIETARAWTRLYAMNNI
# CXCR6 inh: inhibitors of human CXCR6 receptor; O00574; CHO-K1 PathHunter CXCR6 beta-arrestin, luminescence; inhibition, % at 20 µM; 360,000 compounds, 0.36% hits; in the data active = inhibition above about 34%, passing the limit was not always enough;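 also: antagonist mode with CXCL16 agonist at 10 nM final; 0% = 10 nM CXCL16 with DMSO and 100% = unstimulated wells without agonist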
# Target sequence (O00574 whole entry, looked up): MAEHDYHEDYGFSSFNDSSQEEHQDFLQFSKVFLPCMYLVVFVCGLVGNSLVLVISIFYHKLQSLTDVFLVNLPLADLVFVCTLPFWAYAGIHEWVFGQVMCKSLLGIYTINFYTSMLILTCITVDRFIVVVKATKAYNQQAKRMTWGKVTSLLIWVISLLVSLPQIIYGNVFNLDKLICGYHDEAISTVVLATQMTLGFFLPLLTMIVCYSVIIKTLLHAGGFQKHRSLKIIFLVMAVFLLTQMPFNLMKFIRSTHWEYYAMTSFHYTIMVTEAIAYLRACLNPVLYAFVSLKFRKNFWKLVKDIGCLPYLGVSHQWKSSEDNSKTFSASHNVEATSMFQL
# APJ antagonist: APJ receptor antagonism. P35414. CHO-K1 APJ beta-arrestin complementation, luminescence. inhibition, % at 20 µM. 330,000 compounds, 0.32% hits;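 active = inhibition above about 40% at 20 µM, limit read from the data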;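 also: cells challenged with 10 nM apelin-13 agonist together with compound; plate controls were apelin-13 plus DMSO wells for no effect and DMSO wells lacking apelin-13 for full effect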
# * = called active by the depositor; · = no result given.
SMILES,Jurkat NFkB inh,EBI2 antag,CCR6 antag,697 NFkB inh,Gli-Sufu antag,UBC13 polyUb,CXCR6 inh,APJ antagonist
c1ccc2nc(-c3ccncc3)ccc2c1,-25,-3,-6,-19,-11,2,-10,15
COc1ccc(C2CC(c3ccccc3)=NN2C(=O)c2ccc(F)cc2)cc1 (stereo unspecified),12,3,-1,5,7,6,0,9
O=C(O)c1cc(-c2cccc([N+](=O)[O-])c2)nc2ccccc12,-1,-4,7,18,4,-9,8,-10
S=c1[nH]nc(-c2ccccc2)o1,5,-7,1,-12,-1,-3,9,4
Cc1cccc(C(=O)NC(=O)Nc2c(C)cc(C)nc2C)c1,-19,-14,1,-18,-15,-10,4,11
CCCc1ccc(C(=O)NNC(=O)c2ccc(Cl)cc2)cc1,-14,3,13,-6,1,4,-4,12
CC(C)Cn1c(N)c(C(=O)CSc2ncnc3sc4c(c23)CCCC4)c(=O)n(C)c1=O,0,6,9,5,7,9,5,10
Cc1cnc(NC(=O)c2cc3c(s2)CCCC3)s1,-148,6,-2,-328,1,12,-12,9
CCn1c(SCC(N)=O)nc2sc3c(c2c1=O)CCCC3,-3,3,-4,22,-49,10,1,11
CC(N=C1NS(=O)(=O)c2ccccc21)C(=O)NCc1ccc(F)cc1 (stereo unspecified),-1,-7,-7,6,8,7,1,6
O=C(NCc1cccnc1)C1CC(c2ccccc2Cl)=NO1 (stereo unspecified),10,-2,20,-4,-60,1,-7,16
Cc1cc(C)cc(N(CC(=O)NCc2ccc(F)cc2)C(=O)c2snc(C(N)=O)c2N)c1,13,23,8,-10,-4,12,5,13
COc1ccc(S(=O)(=O)N2CC(C)N(C(=O)N(C)C)C2C(C)C)cc1 (stereo unspecified),15,-3,-12,15,-16,0,-4,4
Cc1cc(C)cc(C(=O)Oc2cc(C)[nH]c(=O)c2[N+](=O)[O-])c1,11,-10,2,8,4,0,-5,-3
Cn1c(C(=O)OCC(=O)NCc2ccco2)cc2sccc21,12,-7,16,-3,5,-4,-6,-4
CCc1cccc(C)c1NC(=O)CCCN1C(=O)CN(C)C1=O,4,0,6,7,-2,-6,-2,-6
CCN(CC)S(=O)(=O)c1ccc(N(C)C)c(NC(=O)CSCc2c(C)noc2C)c1,-15,-1,23,1,11,-10,-1,9
CCN(CC)S(=O)(=O)c1ccc(Oc2ccccc2)c(N)c1,12,14,22,-1,-4,15,2,14
Cc1cccc(N2CCN(C(=O)c3ccc(Cl)c(S(=O)(=O)NCc4ccco4)c3)CC2)c1C,31,13,17,-34,10,5,-6,0
O=C(NNC(=S)Nc1ccc(Cl)cc1Cl)c1ccc(N2CCOCC2)c([N+](=O)[O-])c1,3,9,27,0,1,-34,25,40*
Cc1nc2scc(-c3cccs3)c2c(=O)[nH]1,1,13,23,9,-3,2,12,11
CCn1c(COc2cccc3cccnc23)nnc1SCC(=O)OC,-22,-13,20,-7,-5,-4,-3,7
O=C(N[C@@H](Cc1ccccc1)C(=O)OCc1ccccc1)c1nc[nH]c1C(=O)N1CCN(c2ccccc2)CC1,-12,12,-9,-42,-2,-72,-17,-35
c1ccc(-c2csc3ncnc(NCCN4CCOCC4)c23)cc1,0,22,-16,-59,31,5,2,-13
O=C(O)c1cccc2c3c([nH]c12)CCCC3,7,3,-13,5,12,-8,7,11
CCOC(=O)c1cc(-c2ccc([N+](=O)[O-])cc2)nc2c1c(=O)[nH]c(=O)n2Cc1ccccc1,-20,-4,11,7,-6,4,-9,3
Cc1ccc(C(=O)N2CCc3ccccc32)cc1[N+](=O)[O-],10,-7,-1,5,-28,7,4,-1
NS(=O)(=O)c1ccc(N2CCN(S(=O)(=O)Cc3ccccc3)CC2)nc1,8,3,1,16,0,23,9,-19
Cc1noc(C)c1C(=O)Nc1ccc(-n2ccc(C(F)(F)F)n2)cc1,-5,-5,-5,-1,4,5,1,14
O=C(Cn1nnc(-c2ccccc2)n1)NNC(=O)c1ccccc1,15,-6,-5,16,0,9,9,11
O=C(NCCc1ccccc1)c1c(O)c2ccccc2[nH]c1=O,-26,-9,-13,-60,-35,1,-6,4
COC(=O)c1ccccc1NC(=O)C(C)Oc1ccccc1 (stereo unspecified),4,8,17,-6,-6,4,6,-7
CCCn1nnnc1SCC(=O)Nc1sc(C)c(C)c1C#N,-19,·,13,-2,-4,4,·,16
CC(Oc1cc2oc(=O)c3c(c2cc1Cl)CCC3)C(=O)NC1CC(C)(C)NC(C)(C)C1 (stereo unspecified),-20,11,-5,2,35,8,6,4
COC(=O)c1c(N)sc(Cc2ccccc2)c1C,0,1,4,-6,11,-4,4,11
COc1ccccc1C(=O)NCCCNC(=O)c1ccccn1,13,3,9,13,0,6,-9,15
COc1ccc(OC)c(NC(=O)Cc2c(C(=O)O)n(C)c3ccccc23)c1,-19,1,3,-1,-1,-5,-18,-22
CCOC(=O)N1CCC(N2C(=O)c3ccccc3C2Nc2cc(C(=O)OC)cc(C(=O)OC)c2)CC1 (stereo unspecified),3,12,22,11,3,8,8,9
CCOC(=O)NNC(=O)c1ccc(Cl)cc1,10,-1,-9,-2,-1,6,-1,13
Oc1cc(O)c(CN2CCOCC2)cc1CN1CCOCC1,·,-3,-12,·,7,·,-3,·
COc1ccc(-c2nc(N)sc2C2(O)C(=O)Nc3c(Br)cc(F)cc32)cc1OC (stereo unspecified),0,-8,-12,-16,-9,-8,-11,0
Cc1cc(C)c(C)c(S(=O)(=O)Nc2ccc3cn[nH]c3c2)c1C,12,0,-33,-29,-7,7,2,-3
O=C(NCc1ccco1)C(c1ccccc1F)N(CC1CCCO1)C(=O)Cn1nnc2ccccc21 (stereo unspecified),29,-2,-1,14,-1,0,-1,0
Cc1ccc(-c2nc3ncccc3o2)cc1NC(=O)c1ccc2c(c1)OCO2,·,-10,11,·,10,·,-6,·
O=C1/C(=C\c2cccs2)N=C(c2cccs2)N1Nc1ccccc1,15,4,31,11,2,-8,12,26
O=C(CSc1ccc(Cl)cc1)NC1CCCc2ccccc21 (stereo unspecified),1,14,14,9,14,5,1,-18
CN(C(=O)CCNC(=O)Cn1ccc2ccccc2c1=O)c1ccc(Br)cc1,10,5,12,20,21,0,0,4
O=C(c1ccco1)N1CCN(Cc2ccc(Br)cc2)CC1,-4,-1,7,-7,8,4,-5,-4
CC(=O)N1CC[n+]2c(-c3ccc(Cl)cc3Cl)csc21,5,31,-10,-14,6,-2,-8,-2
CCCc1cc(=O)[nH]c(SCc2cc(Cl)ccc2OC(F)F)n1,-2,-6,15,4,6,-10,2,-1

# Taken from above:
# Entry for `O=C1/C(=C\c2cccs2)N=C(c2cccs2)N1Nc1ccccc1` in CCR6 antag: 31
# Entry for `CC(=O)N1CC[n+]2c(-c3ccc(Cl)cc3Cl)csc21` in Jurkat NFkB inh: 5

# Profiles, looked up by structure:
# O=C(c1ccco1)N1CCN(Cc2ccc(Br)cc2)CC1 is entered as Jurkat NFkB inh: -4; EBI2 antag: -1; CCR6 antag: 7; 697 NFkB inh: -7; Gli-Sufu antag: 8; UBC13 polyUb: 4; CXCR6 inh: -5; APJ antagonist: -4
# O=C(CSc1ccc(Cl)cc1)NC1CCCc2ccccc21 (stereo unspecified) is entered as Jurkat NFkB inh: 1; EBI2 antag: 14; CCR6 antag: 14; 697 NFkB inh: 9; Gli-Sufu antag: 14; UBC13 polyUb: 5; CXCR6 inh: 1; APJ antagonist: -18
# O=C(NCc1ccco1)C(c1ccccc1F)N(CC1CCCO1)C(=O)Cn1nnc2ccccc21 (stereo unspecified) is entered as Jurkat NFkB inh: 29; EBI2 antag: -2; CCR6 antag: -1; 697 NFkB inh: 14; Gli-Sufu antag: -1; UBC13 polyUb: 0; CXCR6 inh: -1; APJ antagonist: 0

# (more compounds)
SMILES,Jurkat NFkB inh,EBI2 antag,CCR6 antag,697 NFkB inh,Gli-Sufu antag,UBC13 polyUb,CXCR6 inh,APJ antagonist
CCc1cccc(C)c1NC(=O)CN(C)S(=O)(=O)c1ccc(-c2ccc(=O)[nH]n2)s1,0,-8,14,4,21,-2,0,-2
O=S(=O)(c1cccc(F)c1)N1CCC(CO)(Cc2cccc(F)c2)CC1,-2,9,14,7,11,2,-8,-6
CC(=O)NC(C(=O)NCC(N)=O)C(C)C (stereo unspecified),3,-2,-9,2,-3,-4,10,-2
COC(=O)c1cn(NC(=O)C2CCC(C)CC2)c(=O)c2ccccc12 (stereo unspecified),3,-1,7,-8,2,-1,-4,-1
Cc1ccc(NC(=O)c2ccc(C(C)(C)C)cc2)cc1-n1cnnn1,-3,4,4,-10,-16,6,-5,-11
CCOc1ccc(C(=O)Nc2cccc(C(=O)O)c2C)cc1Cl,22,-22,-5,-51,-22,3,-5,15
COc1ccc(S(=O)(=O)NCC2CCCN(C(=O)CCSC)C2)cc1 (stereo unspecified),-10,-1,-10,14,-2,13,-3,6
Cc1cc2oc(C(=O)Nc3ccc(S(=O)(=O)Nc4nccs4)cc3)cc(=O)c2cc1Cl,-8,4,45,-9,3,-15,20,12
Cc1ccc(S(=O)(=O)N(C)c2ccc(C)c([N+](=O)[O-])c2)cc1,8,11,10,20,-1,10,-3,15
COc1cccc(-c2ccc3ncnc(NCc4cccc(C)c4)c3c2)c1,6,-1,5,-27,8,-15,7,-2
O=[N+]([O-])c1cccc(N=Cc2sc3ccccc3c2O)c1,-14,·,·,-33,·,-42,·,-17
CCOC(=O)CSc1nnc(NC(=O)NC(C)C)s1,-9,0,3,0,-2,1,2,-11
O=[N+]([O-])c1ccc(NN=Cc2cc(Br)ccc2O)nc1,·,59*,67*,·,-2,·,32,·
Cc1ccc(N(c2ncnc(N)c2[N+](=O)[O-])C2CCCCC2)cc1,5,8,16,8,7,18,6,4
COc1ccccc1N1CCN(CC(O)COc2ccc3c(c2)OCO3)CC1 (stereo unspecified),-2,1,9,-19,33,3,-7,9
Cc1ccc(/C(N)=N/OC(=O)/C=C/c2ccccc2)cc1,-16,3,10,-18,-12,0,-10,-26
CNC1(c2nnnn2-c2c(C)cccc2C)CCOC(C)(C)C1 (stereo unspecified),9,3,4,11,3,15,-3,-23
Cc1ccccc1Cn1c2ccccc2c2cnn(CC(=O)NCCCN3CCOCC3)c(=O)c21,10,-2,4,-7,10,8,2,24
O=C1C(=O)N2C(=C1C(=O)N1CCCCCC1)c1ccccc1CC21CCCC1,13,-2,12,0,-1,-6,4,1
Cc1cc(C(C)(C)C)oc1C(=O)NCCCNC(=O)c1oc(C(C)(C)C)cc1C,-1,14,9,1,1,4,10,-2
O=C(Nc1cc(=O)[nH]c2ncnn12)c1ccco1,12,4,-9,5,10,-18,-5,-6
COc1ccc(/C=N/NC(=O)c2ccc(Cl)cc2Cl)cc1COC(C)=O,15,0,5,-33,2,-8,-1,-11
CN(C)S(=O)(=O)c1ccc(N2CCOCC2)c(C(=O)NCc2ccc3c(c2)OCO3)c1,-3,-11,7,25,-1,1,-3,2
O=C(Nc1cccc(O)c1)c1cccc(C(=O)Nc2cccc(O)c2)c1,-22,1,18,-2,1,9,2,-22
CCCn1c(CCNc2nc(-c3ccc(Cl)c([N+](=O)[O-])c3)cs2)nc2cc(Cl)c(Cl)cc21,15,0,8,0,3,-6,0,-96
COc1ccc(OC)c(NC(=O)CN2C(=O)CSc3ccc(S(=O)(=O)N4CCCC4)cc32)c1,7,5,0,3,-4,-5,6,-22
Cn1c(=O)c2c(nc(N/N=C/c3cccs3)n2Cc2ccccc2)n(C)c1=O,6,14,9,-10,32,-6,1,10
COCCn1c(COc2cccc(OC)c2)nnc1SCC(=O)N1CCOCC1,3,-1,-4,3,0,-8,-10,16
CCc1ccc(CN2CCC(CO)(CC3CCCCO3)CC2)o1 (stereo unspecified),1,-9,0,-3,15,-5,8,8
CC(C)(C)c1cc(C2COC(=O)COCCOCC(=O)OCCOCCO2)cc(C(C)(C)C)c1O (stereo unspecified),·,-5,5,·,-4,·,-5,·
CCOC(=O)N1CCN(CCC(=O)c2ccc(OC)cc2)CC1,4,-2,-5,0,-7,8,-5,12
O=[N+]([O-])c1ccc(O)c2cccnc12,-16,-3,26,8,-7,-32,10,33
CCOc1ccc(S(=O)(=O)N2CCN(C(=O)c3ccc(Cl)c(S(=O)(=O)N4CCOCC4)c3)CC2)cc1,·,6,10,·,27,·,-14,·
CC(=O)/C(=N/Nc1ccc(C)cc1)Sc1nnc(CCc2ccccc2)n1-c1ccccc1,-10,11,23,-33,-9,-23,19,28
